Screens as filed in PubChem.
CXCR6 block = CXCR6 (human) receptor inhibition. O00574. CHO-K1 PathHunter CXCR6 beta-arrestin, luminescence. inhibition, % at 20 µM. 360,000 compounds, 0.36% hits; in the data active = inhibition above about 34%, passing the limit was not always enough;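 note: antagonist mode with CXCL16 agonist at 10 nM final; 0% = 10 nM CXCL16 with DMSO and 100% = unstimulated wells without agonist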
Target sequence (O00574 whole entry, looked up): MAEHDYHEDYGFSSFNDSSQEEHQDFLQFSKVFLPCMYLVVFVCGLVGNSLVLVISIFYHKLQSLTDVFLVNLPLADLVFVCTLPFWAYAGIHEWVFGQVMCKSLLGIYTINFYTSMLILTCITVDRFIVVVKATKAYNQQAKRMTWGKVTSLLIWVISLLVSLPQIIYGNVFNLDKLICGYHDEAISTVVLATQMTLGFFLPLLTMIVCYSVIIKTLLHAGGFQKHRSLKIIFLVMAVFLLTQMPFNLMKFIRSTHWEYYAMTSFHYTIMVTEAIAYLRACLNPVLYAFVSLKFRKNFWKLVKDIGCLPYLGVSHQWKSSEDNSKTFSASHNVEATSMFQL
An asterisk follows results filed as active.

Sample of the layout (2 entries):
SMILES	CXCR6 block
O=C(c1c[nH]c2ccc(S(=O)(=O)N3CCOCC3)cc2c1=O)N1CCN(c2ccccn2)CC1	-7.6
O=C(NN=Cc1ccc(Cl)cc1Cl)c1ccccc1	-6.0

This part in full, from the first entry:
SMILES	CXCR6 block
O=C(c1c[nH]c2ccc(S(=O)(=O)N3CCOCC3)cc2c1=O)N1CCN(c2ccccn2)CC1	-7.6
O=C(NN=Cc1ccc(Cl)cc1Cl)c1ccccc1	-6.0
CCC1([N+](=O)[O-])COC(c2ccc(Cl)cc2)OC1 (stereo unspecified)	-2.8
CC(=O)NCCNC(=O)Cn1nnc(-c2ccccc2)c1COc1ccc2ccccc2c1	-0.1
O=C(c1ccc(Cl)cc1)N1CCC2CC1c1cc(-c3ccccc3)ccc12 (stereo unspecified)	4.6
CCCS(=O)(=O)NC(=O)C1(C)CCN(C(=O)c2c(F)ccc(C)c2F)C1 (stereo unspecified)	0.8
Cc1c(CCNC=O)cc(C)c2c3c(oc12)CCCC3	-8.3
CCOc1ccc(-c2cncc3nccn23)cc1	1.0
CC(=NNC(=S)Nc1cccc(C)c1)c1ccccn1	-3.9
Cc1noc(C)c1NC(=O)N(C)C[C@@H]1Oc2cc(Br)ccc2S(=O)(=O)N([C@@H](C)CO)C[C@H]1C	6.5
COC(=O)c1ccc2cc(C)cc(C)c2n1	7.3
CCc1nc2ccc(C(=O)NCc3ccc4c(c3)OCO4)cn2c1N(CCC(C)C)CCN(C)C	8.0
CCNC(=S)Nc1ccc2c(c1)c(=O)n(C)n2CC=C(C)C	-4.9
Cc1cc2c(cc1C)N(C(=O)CCl)CCN2C(=O)CCl	7.1
COCCc1ccc(OC2(C)CCN(Cc3cccc(OC)c3OC)C2)cc1 (stereo unspecified)	0.0
COc1ccc(NC(=O)c2cccc3c(-c4ccc(O)c(OC)c4)coc23)cc1	3.7
CC1(C(=O)Nc2cccc(NS(C)(=O)=O)c2)CCN1CCc1ccccc1 (stereo unspecified)	2.1
Cc1ccc(C)c(C(=O)COC(=O)c2cc(S(=O)(=O)N3CCOCC3)ccc2F)c1	-16.6
O=C1Nc2ccc3c(c2C1=Cc1cc2c(cc1Br)OCO2)OCO3	25.4
O=C(COC(=O)/C=C/c1ccc(Cl)cc1)NC1CCS(=O)(=O)C1 (stereo unspecified)	-7.3
COc1cccc2c1C(=O)c1c(O)c3c(c(O)c1C2=O)CC(O)(C(C)=NNC(=O)c1ccc(Cl)c(Cl)c1)CC3OC1CC(N)C(O)C(C)O1 (stereo unspecified)	9.4
COc1cccc(NC(=O)CN(C)C(=O)CC2CCCC2)c1	0.6
N#C/C(=C\c1ccc(OC(=O)c2ccccn2)cc1)C(N)=O	-3.1
COCCCN1C(=O)C(CC(=O)NC2CCCC2)CC(C(=O)N2CCOCC2)=C1C (stereo unspecified)	4.8
COc1ccc(NC(=O)C2(C)Cc3c(-c4ccc(NC(C)=O)cc4)ccnc3O2)cc1 (stereo unspecified)	-4.3
C=CCn1c(SCCN)nnc1-c1cccc(S(=O)(=O)N2CCOCC2)c1	-0.8
CCOC(=O)[C@]12CCCC=C1N(Cc1ccc3c(c1)OCO3)C(=O)[C@H](CC(=O)N1CCOCC1)C2	6.3
CCN(c1cccc(C)c1)S(=O)(=O)c1cc2[nH]c(=O)c(=O)[nH]c2cc1C	-0.8
Nc1ccn(C(C=O)CC(C=O)CO)c(=O)n1 (stereo unspecified)	1.7
CC1(C(=O)Nc2ccc3nc[nH]c3c2)CCN1C(=O)c1ccccc1CCc1ccccc1 (stereo unspecified)	6.2

Exported in markdown: part of the list above
| molecule | CXCR6 block |
| --- | --- |
| COc1cccc2c1C(=O)c1c(O)c3c(c(O)c1C2=O)CC(O)(C(C)=NNC(=O)c1ccc(Cl)c(Cl)c1)CC3OC1CC(N)C(O)C(C)O1 (stereo unspecified) | 9.4 |
| COc1cccc(NC(=O)CN(C)C(=O)CC2CCCC2)c1 | 0.6 |
| N#C/C(=C\c1ccc(OC(=O)c2ccccn2)cc1)C(N)=O | -3.1 |
| COCCCN1C(=O)C(CC(=O)NC2CCCC2)CC(C(=O)N2CCOCC2)=C1C (stereo unspecified) | 4.8 |
| COc1ccc(NC(=O)C2(C)Cc3c(-c4ccc(NC(C)=O)cc4)ccnc3O2)cc1 (stereo unspecified) | -4.3 |

Additional structures follow.
SMILES	CXCR6 block
Cc1ccsc1C(=O)N1CCC1(C)C(=O)NS(=O)(=O)c1ccccc1C(F)(F)F (stereo unspecified)	-1.5
CN(C(=O)c1cc(-c2cccs2)nn1-c1ccccc1)C1CCS(=O)(=O)C1 (stereo unspecified)	6.9
CCN(CC)C(=O)C1=C(C)N(CCCN2CCCC2=O)C(=O)C(CC(=O)NCCc2ccccn2)C1 (stereo unspecified)	-2.4
CCNC(=O)C1(C)CCN(C(=O)c2ccc(OC(F)F)cc2)C1 (stereo unspecified)	-0.8
CN(C)C(=O)c1cccc(-c2cnc3c(NC=O)cc(-c4ccc(F)cc4)cn23)c1	-6.3
CCCCC[C@@H](C)N1C[C@H](COCc2ccccc2)Oc2cc(N3CCC[C@H]3C(N)=O)ccc2S1(=O)=O	1.0
COc1ccc(Cl)cc1-c1cc(C(=O)NCc2ccc(F)cc2)[nH]n1	1.4
CCOC(=O)[C@]12CCC=C1N(CCC1=CCCCC1)C(=O)[C@H](CC(=O)NCC1CCCCC1)C2	5.0
O=C(COc1ccc2ccccc2c1)Nc1ccc(Br)cc1C(=O)O	-12.2
O=C(/C=C/[C@H]1O[C@@H](n2cnc3c(NC(=O)c4ccccc4)ncnc32)[C@H](O)[C@@H]1O)NCc1ccco1	-5.3
CC(=O)OCC(=O)C1(O)CCC2C3CC(F)C4=CC(=O)CCC4(C)C3C(O)CC21C (stereo unspecified)	6.6
Nc1ccc2c(c1)C(=Cc1cccnc1)c1ccccc1-2	10.1
COc1ccc(Cc2nnc(NC(=O)Cc3cccs3)s2)cc1	11.1
Cc1cscc(C)c1=S	-0.2
CN(C)c1ncnc2c1ncn2[C@H]1CN(CCN2CCOCC2)C[C@@H](CO)O1	0.6
CCOc1ccccc1N(CC(=O)N1CCOCC1)S(=O)(=O)c1ccc(SC)cc1	-2.8
Cc1nc(N2CCN(c3ccccn3)CC2)c2c(C)c(C(=O)N3CCN(c4ccccc4F)CC3)sc2n1	22.0
CCCc1nc2ccc(C)cn2c1Cc1ccsc1	0.2
COCCNC(=O)/C(C#N)=C/c1ccc(OC(=O)c2cccs2)c(OC)c1	-3.2
NC(CCc1ccccc1)c1csc(Nc2nncc3ccccc23)n1 (stereo unspecified)	3.9
COc1cc(N)c2ncccc2c1Cl	-14.1
NC(Cc1ccc(C(F)(F)F)cc1)c1csc(Nc2cnccn2)n1 (stereo unspecified)	-12.1
NC(=S)c1ccc[n+]([O-])c1	0.9
O=C1OC(c2ccccc2)(c2cc(Br)c(O)c(Br)c2)c2ccccc21 (stereo unspecified)	4.8
CCc1nc2c(OCC(=O)C(C)(C)C)cccn2c1N(C)C(=O)COc1ccccc1	5.7
CC(Cc1ccccc1)N1CCCC1=O (stereo unspecified)	-7.4
O=C(Nc1ccc(N2CCOCC2)cc1)c1csc([C@@H]2O[C@H](CO)[C@H](O)[C@H](O)[C@H]2O)n1	5.1
O=C1CC(c2ccccc2)=C(c2ccccc2)C1c1ccccc1 (stereo unspecified)	6.6
Cc1ccc2c(nc3s/c(=C/c4cccs4)c(=O)n32)c1C	1.0
COc1cc(CNc2ccc(N3CCN(C(C)=O)CC3)cc2)ccc1OCc1ccc(F)cc1	-15.8
COc1ccc(Cl)cc1C(=O)NNC(=O)CCNC(=O)c1ccccc1	-2.8
COc1cc(NC(=O)C2=C(C)OCCS2)c(Cl)cc1C(=O)NCCCN1CCCC(C)C1 (stereo unspecified)	15.9
CN(C(=O)c1cccc(NC(=O)Cc2ccc(NC(=O)C3CCN(C(=O)C4CCCCC4)CC3)cc2)c1)C1CCCC1	-0.9
O=C(NCCc1ccccc1C(F)(F)F)c1cc(COc2ccccc2)on1	1.6
Cc1cc(=O)n2[nH]c(N)c(N=Nc3ccccc3)c2n1	9.9
O=C1CSC(=S)N1N=Cc1c(F)cccc1Cl	3.9
CC(=O)NC1CCCC(NC(C)=O)C1 (stereo unspecified)	-6.4
O=C(NCc1cccs1)c1ccc(Cl)c(S(=O)(=O)N2CCOCC2)c1	-10.3
C/C(NCCc1ccc(O)cc1)=C1/CCOC1=O	3.2
CCOc1ccc(N=Cc2ccc([N+](=O)[O-])cc2)c(O)c1	11.9
O=C(O)c1sccc1S(=O)(=O)N1CCCCC1	-1.8
Cc1ccc2ccccc2c1C(O)c1ncc(-c2cccc(C(F)(F)F)c2)[nH]1 (stereo unspecified)	-4.7
COc1ccc(Cn2nnnc2C(c2ccccc2)N2CCN(C3CCCC3)CC2)cc1 (stereo unspecified)	4.2
CCCC(=O)N1CCCC1(C)C(=O)Nc1cc(C)ccc1C (stereo unspecified)	-5.2
COC1=C(Br)C(=O)c2nc(C)ccc2C1=O	43.5*

Quoted at random: three records from the list.
SMILES	CXCR6 block
O=C(O)c1sccc1S(=O)(=O)N1CCCCC1	-1.8
Cc1cc(=O)n2[nH]c(N)c(N=Nc3ccccc3)c2n1	9.9
Cc1ccc2ccccc2c1C(O)c1ncc(-c2cccc(C(F)(F)F)c2)[nH]1 (stereo unspecified)	-4.7

Following part.
SMILES	CXCR6 block
Cc1cccc(S(=O)(=O)N(C)C[C@@H]2OCc3cnnn3CCCC(=O)N([C@@H](C)CO)C[C@@H]2C)c1	-1.1
Cc1ccccc1-c1nc(S(=O)(=O)c2ccccc2)c(NCCN2CCOCC2)o1	0.9
CCNC(=S)Nc1ccc2c(c1)c(=O)n(C)n2-c1ccc(C(C)(C)C)cc1	-0.8
COc1ccc(-c2ccc(CCC(=O)O)n2-c2cc(OC)ccc2OC)cc1	4.1
CC1=CC(=NOS(=O)(=O)c2ccc(C)cc2)CC(C)(C)C1	-20.6
c1ccc(CCc2ccccn2)cc1	4.0
CCOC(=O)C1=CCC(c2ccccc2Cl)N(S(=O)(=O)c2ccc(C)cc2)C1 (stereo unspecified)	3.1
CN(C)CCNc1ccc2nnn3c4ccc(O)cc4c(=O)c1c23	1.1
CCOC(=O)[C@]12CCC=C1N(Cc1ccc3c(c1)OCO3)C(=O)[C@H](CC(=O)NCCC(C)C)C2	-3.4
CCCNC(=O)c1cc(C2CCCCN2C(=O)OC)on1 (stereo unspecified)	8.1
CC(=O)C1CCC2C3CC=C4CC(SC(=N)N)CCC4(C)C3CCC12C (stereo unspecified)	-12.6
CCOC(=O)[C@]12CCCC=C1N(Cc1ccc3c(c1)OCO3)C(=O)[C@H](CC(=O)N1CCN(C(=O)C3CC3)CC1)C2	-3.3
Nc1nc2c(ncn2[C@@H]2O[C@H](CNCc3cnc(N4CCOCC4)nc3)[C@@H](O)[C@H]2O)c(=O)[nH]1	5.3
COc1ccc(C(C(=O)NC2CCCCC2)N(C(=O)CCl)c2cccc(Cl)c2)cc1 (stereo unspecified)	1.6
O=C(/C=C/c1ccc(Cl)cc1)Nc1nccs1	-0.5
C#CCNS(=O)(=O)c1ccc(F)cc1Br	-0.2
CCCCCCN1C[C@H](n2cc(COC(=O)c3ccccc3)nn2)[C@@H](O)C[C@@H]1c1ccc(C)cc1	-3.6
CCc1nc2ccc(C(=O)NCc3ccccc3OC)cn2c1N(CCC(C)C)CCN(C)C	0.2
Cc1ccc(C2C=CC(C#N)=CN2Cc2ccccc2)cc1 (stereo unspecified)	1.4
O=C(NCc1cccnc1)/C(=C\c1ccc(-c2ccc(Cl)c(Cl)c2)o1)S(=O)(=O)c1ccccc1	24.0
Cc1sc2c(c1C)c(=O)n(-c1ccc(F)cc1)c(=O)n2CC(=O)NCc1ccco1	-2.4
c1ccc(CNCCCNCCCCNCCCNCc2ccccc2)cc1	5.1
Cc1cccc(C)c1-n1nnnc1C1(C)CCC(=O)N1CC1CCCCC1 (stereo unspecified)	0.2
Cc1cccc(CC(=O)NCCS(=O)(=O)N2CCN(c3ccccc3)CC2)c1	-3.1
O=C(O)c1cccc2c1Cc1cc([N+](=O)[O-])ccc1-2	-4.1
CN(C)CCCN1C(=O)C(O)=C(C(=O)c2cc3ccccc3o2)C1c1ccccn1 (stereo unspecified)	-2.5
Cc1c2c(nc3ccccc13)OCC2	-2.5
CCn1c(O)c(N=NC(=O)CNC(=O)c2cccnc2)c2ccccc21	2.8
CC(CCc1ccccn1)C(=O)c1ccccc1 (stereo unspecified)	6.4
COc1ccccc1C(=O)n1nc(-c2cccnc2)nc1NCc1ccccc1	0.4
c1ccc(CCCCc2ccncc2)cc1	-6.1
CC(C)CCOc1cccc(C2c3c(oc4ccccc4c3=O)C(=O)N2CCCN2CCOCC2)c1 (stereo unspecified)	3.6
CC(C)OC(=O)N(C)C[C@H]1OCc2cnnn2CCCC(=O)N([C@H](C)CO)C[C@H]1C	1.0
CSCCC(NC(=O)c1ccccc1Br)C(=O)NNC(=O)C1COc2ccccc2O1 (stereo unspecified)	0.6
Cc1ccc(S(=O)(=O)Nc2ccccc2)cc1[N+](=O)[O-]	-1.3
CC1(C(=O)O)CCN1C(=O)c1cccnc1Oc1ccccc1 (stereo unspecified)	-7.3
Cc1nnc(SCC(=O)Nc2cc(S(=O)(=O)N3CCOCC3)ccc2N2CCCC2)s1	-6.0
CCOC(=O)N1CCN(S(=O)(=O)N2CCCC(C(=O)NCc3cc(Br)ccc3OC)C2)CC1 (stereo unspecified)	-6.2
CC(C)OC(=O)N(C)C[C@H]1OCc2cnnn2CCCC(=O)N([C@H](C)CO)C[C@@H]1C	3.6
C=CCN(C(C(=O)OC)C(C)C)S(=O)(=O)CCNCc1ccccc1 (stereo unspecified)	3.7
C[C@H]1CN([C@@H](C)CO)C(=O)CCCn2cc(nn2)CO[C@@H]1CN(C)C(=O)C1CCCCC1	-2.2
COc1cc(C2(C)SCCCS2)cc(OC)c1OC	6.8
CCc1nc2c(OCC(=O)C(C)(C)C)cccn2c1N(C=O)Cc1ccccc1	-3.6
C=C(C)c1cccc(C(C)(C)NC(=O)N2CCN(C(=O)OCC)CC2)c1	3.8
CCCNC(=O)c1cc2c(c(-c3cccc(-c4ccccc4F)c3)n1)[C@@H](CCO)N(C(=O)CC1CC1)C2	5.6
CC(C)n1nnnc1C1c2ccccc2C(=O)N1CCc1c[nH]c2ccccc12 (stereo unspecified)	1.9
Nc1ccccc1Nc1cc(-c2ccccc2)[nH]n1	-7.1
CCCNC(=O)C1(C)CCN1C(=O)c1ccc(C(C)(C)C)cc1 (stereo unspecified)	-2.3

Some of the compounds tested; the hit share may differ from the screen's.
